# APEX1 inh: qHTS Assay for Inhibitors of the Human Apurinic/apyrimidinic Endonuclease 1 (APE1); DNA repair nuclease/redox regulator APEX1 (Homo sapiens), P27695; recombinant APE1, TAMRA/BHQ-2 abasic DNA cleavage fluorescence; Potency, µM (highest dose often 65.8 µM), inactives show top-dose activity change, negative = inhibition, actives largely listed as inhibitors; 350,000 tested, 0.35% active;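 further: plate controls were vehicle for no effect and reference inhibitor for full effect; nearly all actives have a fitted effect of over 55% in size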
#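 Substrate: short duplex with […] THF abasic site, 5'-TAMRA and 3'-BHQ-2, 50 nM final. APE1 at 0.75 nM, preincubated 15 min RT with compound. Fluorescence increase from first to third read measured activity.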
# BLM inh: qHTS Assay for Inhibitors of Bloom's syndrome helicase (BLM) | Potency, µM (top dose mostly 56.1 µM), without a hit: at the highest dose activity change, negative = inhibition, actives largely listed as inhibitors | RecQ-like DNA helicase BLM (Homo sapiens), P54132 | 350,000 tested, 0.2% active | recombinant BLM DNA unwinding, fluorescence dequenching | AID 2528, 2010;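 further: plate controls were vehicle for no effect and no enzyme for full effect; nearly all actives have a fitted effect of over 35% in size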
# Target sequence (P54132 whole entry, looked up): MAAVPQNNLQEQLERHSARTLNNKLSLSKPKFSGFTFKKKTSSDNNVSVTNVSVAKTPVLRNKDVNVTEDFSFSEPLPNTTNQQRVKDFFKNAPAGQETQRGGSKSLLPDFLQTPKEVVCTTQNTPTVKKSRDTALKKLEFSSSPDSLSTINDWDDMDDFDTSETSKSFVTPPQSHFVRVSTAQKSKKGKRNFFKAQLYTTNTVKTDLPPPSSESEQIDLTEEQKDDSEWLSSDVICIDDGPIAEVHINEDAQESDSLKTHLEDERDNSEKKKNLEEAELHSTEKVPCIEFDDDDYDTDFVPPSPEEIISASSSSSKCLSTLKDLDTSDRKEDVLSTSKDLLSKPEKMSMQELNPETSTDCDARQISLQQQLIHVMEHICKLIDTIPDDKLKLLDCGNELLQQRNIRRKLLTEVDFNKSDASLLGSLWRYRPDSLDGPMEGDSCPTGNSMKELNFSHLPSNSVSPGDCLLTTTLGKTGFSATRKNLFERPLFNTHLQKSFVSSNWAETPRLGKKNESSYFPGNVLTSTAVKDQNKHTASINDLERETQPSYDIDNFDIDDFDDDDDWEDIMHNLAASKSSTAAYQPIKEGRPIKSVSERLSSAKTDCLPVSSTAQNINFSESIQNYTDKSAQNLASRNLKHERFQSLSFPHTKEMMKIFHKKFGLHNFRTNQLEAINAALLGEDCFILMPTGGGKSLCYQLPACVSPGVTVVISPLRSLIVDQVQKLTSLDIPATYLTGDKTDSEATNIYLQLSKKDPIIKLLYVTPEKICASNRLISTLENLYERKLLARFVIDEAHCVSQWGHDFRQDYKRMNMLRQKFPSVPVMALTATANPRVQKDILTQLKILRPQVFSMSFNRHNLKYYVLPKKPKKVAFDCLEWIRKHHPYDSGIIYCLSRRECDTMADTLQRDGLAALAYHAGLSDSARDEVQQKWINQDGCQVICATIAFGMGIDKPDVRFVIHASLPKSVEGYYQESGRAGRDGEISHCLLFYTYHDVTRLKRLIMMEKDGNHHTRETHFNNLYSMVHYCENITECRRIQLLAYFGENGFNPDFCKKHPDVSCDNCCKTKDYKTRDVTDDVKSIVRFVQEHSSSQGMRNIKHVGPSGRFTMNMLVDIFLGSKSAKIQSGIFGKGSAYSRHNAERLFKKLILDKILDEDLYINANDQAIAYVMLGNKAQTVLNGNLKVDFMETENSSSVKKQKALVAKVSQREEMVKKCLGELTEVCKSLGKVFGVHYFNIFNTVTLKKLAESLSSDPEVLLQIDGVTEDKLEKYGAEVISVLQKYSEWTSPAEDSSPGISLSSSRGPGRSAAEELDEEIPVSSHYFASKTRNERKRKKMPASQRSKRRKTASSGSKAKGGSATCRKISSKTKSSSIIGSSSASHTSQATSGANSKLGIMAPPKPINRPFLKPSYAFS
# G9a block: qHTS Assay for Inhibitors of Histone Lysine Methyltransferase G9a; Histone-lysine N-methyltransferase EHMT2 (Homo sapiens), Q96KQ7; G9a H3K9 monomethylation, AlphaScreen, 2 h; Potency, µM (series often up to 102 µM), for inactives: top-dose activity, negative = inhibition, most hits filed as inhibitors; 350,000 tested, 8.8% active; further: on the % scale 0 is the no-effect control and ±100 the full control effect; nearly all actives have a fitted effect of over 75% in size
#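 Step 1: enzyme (final 20 nM) with compound, 15 min RT. Step 2: substrate peptide 500 nM and SAM 20 uM, 2 h RT. Step 3: anti-H3K9me1 antibody and AlphaScreen beads, 10 min, then plate read.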
# POLK inh: qHTS for Inhibitors of Polymerase Kappa. purified Pol kappa, fluorescent DNA synthesis assay, 10 min. Potency, µM (titrated, usually from 107 µM), for inactives: at the highest dose activity, negative = inhibition, usual class: inhibitors. 400,000 tested, 0.53% active. AID 588579, 2011; further: on the % scale 0 is the no-effect control and ±100 the full control effect
#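 Pol kappa 10 nM + cpd, 15 min RT; start w/ substrate 50 nM final; fluorescence kinetic read, 0 and 10 min. Neg ctrl: buffer, no enzyme.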
# POLH inh: qHTS for Inhibitors of Polymerase Eta. DNA polymerase eta (Homo sapiens), Q9Y253. recombinant Pol eta, fluorescent DNA replication assay. 390,000 tested, 1.2% active. Potency, µM (doses to about 114 µM), for inactives: at the top dose activity change, negative = inhibition, hits mostly inhibitors; further: on the % scale 0 is the no-effect control and ±100 the full control effect
#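 Fluorescent replication assay: 50 nM final substrate added after a 15 min room-temperature compound preincubation with 10 nM enzyme. Signal taken at 0 min and again at 10 min.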
# Anesthetic bind: qHTS Assay for Identification of Novel General Anesthetics; Ferritin light chain (Equus caballus), P02791; apoferritin/1-aminoanthracene competitive binding, fluorescence; Potency, µM (doses to about 77.5 µM), for the others: at the highest dose activity change, negative = displacement, most hits filed as inhibitors; 350,000 tested, 0.074% active; further: on the % scale 0 is the no-effect control and ±100 the full control effect; nearly all actives have a fitted effect of over 20% in size
#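 Horse-spleen apoferritin (10 uM) in 50% saturated 1-aminoanthracene in PBS was incubated 10 min at room temperature with compound. Fluorescence (ex 380, em 535 nm) was normalized to free and bound 1-AMA, with concentration-response fitted by a four-parameter Hill equation.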
# Pol beta inh: qHTS Assay for Inhibitors of DNA Polymerase Beta; Potency, µM (highest dose often 114 µM), inactives show top-dose activity change, negative = inhibition, hits mostly inhibitors; Pol beta primer extension/strand displacement, fluorescence kinetic; 340,000 tested, 1.3% active; P06746; further: on the % scale 0 is the no-effect control and ±100 the full control effect
#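 Kinetic readout of DNA synthesis with strand displacement by Pol beta. Compound and 10 nM enzyme sit 15 min at room temperature; 50 nM substrate starts the reaction, read immediately and at 10 min.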
# BAZ2B inh: qHTS Assay for Inhibitors of BAZ2B | Potency, µM (highest dose often 114 µM), inactives show at the top dose activity change, negative = inhibition, usual class: inhibitors | Bromodomain adjacent to zinc finger domain protein 2B (Homo sapiens), Q9UIF8 | 360,000 tested, 4.4% active | AlphaScreen BAZ2B-H3K14Ac peptide displacement; further: on the % scale 0 is the no-effect control and ±100 the full control effect; nearly all actives have a fitted effect of over 60% in size
#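 Protein-peptide AlphaScreen: BAZ2B 50 nM, b-H3K14Ac 50 nM, 1x PBS pH 7.4 + 0.01% Tween-20. Preincubation 30 min RT; cpd 30 min RT (top 110 uM); beads 20 min RT, light-protected.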
# POLI inh: qHTS for Inhibitors of Polymerase Iota; Pol iota fluorescent replication assay, 10 min; Potency, µM (series often up to 115 µM), for the others: top-dose activity, negative = inhibition, hits mostly inhibitors; 390,000 tested, 1% active
#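 Pol iota at 10 nM preincubated 15 min with compounds at room temperature; reaction started with fluorescent substrate, 50 nM final. Fluorescence read kinetically at 0 and 10 min; buffer-only wells as negative control.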
# Active calls of the source: *; u = inconclusive; x = not tested or not shown; & = joins results of further samples; [ ] = another dose, or the depositor's remark. The call rests on the fitted dose curve; in most records, active means well fitted curve in the direction sought with a large enough effect; inconclusive means small, poorly fitted or top-dose-only effect, or another doubt; inactive means no such curve, though single readings can be large; an effect the other way counts as inactive or inconclusive. Potency means the concentration at half of the fitted maximal effect.
SMILES,APEX1 inh,BLM inh,G9a block,POLK inh,POLH inh,Anesthetic bind,Pol beta inh,BAZ2B inh,POLI inh
Cc1ccc(/C=C2/NC(=O)N(Cc3ccccc3F)C2=O)o1,-5%,1%,32µM*,-18%,-5%,-4%,1%,3%,-1%
O=C(C1c2ccccc2C(=O)N2CCc3ccccc3C12)N1CCN(Cc2ccccc2)CC1 (stereo not drawn),-4%,0%,7%,-13%,-1%,-7%,29%,-3%,-7%
CC(Sc1nc(N)cc(N)n1)C(=O)NCCC1=CCCCC1 (stereo not drawn),-7%,x,-34%[59 µM],-17%,-13%,x,x,5%,0%
CN(C)N1C(N)=C(C#N)C(c2ccsc2)C2=C1CCCC2=O (stereo not drawn),5%,-7%,24%[59 µM],-3%,4%,-12%,10%,-5%,37%[activator]
O=C(CSc1ncnc2ccccc12)Nc1cccc(S(=O)(=O)N2CCOCC2)c1,4%,0%,16%,-6%,-9%,-7%,26%,x,12%
CN(CC(=O)Nc1ccc(Cl)c(C(F)(F)F)c1)C(=O)CCCNC(=O)c1ccc(Cl)cc1,9%,x,4%[59 µM],-7%,-23%,x,x,8%,29%
O=C(NCc1ccccc1)c1ccc(NC(=O)c2nsc3ccccc23)cc1,x,-3%,5%[59 µM],-10%[60.1 µM],1%,u,-11%,4%,-3%
Cc1ccc2nc(-c3sc4nc(C)cc(C)c4c3N)[nH]c2c1,-4%,-5%,-5%[59 µM],-25%,u,25%,u,3%,u
COc1ccc(/C=C/c2nc(N)nc(-c3ccccc3O)n2)cc1OC,-6%,-9%,18%[59 µM],-7%,-21%,u,12%,-2%,12%
N=c1sccn1CC(=O)Nc1cccc(Oc2ccccc2)c1,-4%,5%,39%[12.7 µM],-3%,-6%,-21%,24%,-33%,28%
Cc1cc(-c2ccc(C)c(S(=O)(=O)NCCc3ccc(S(N)(=O)=O)cc3)c2)on1,32%,2%&2%,45%,7%&-3%,-21%&-20%,-10%&-10%,-10%&1%,-2%&2%,-11%&8%
CCc1cc(C(=O)c2ccccc2OC)c(N)s1,-1%,-4%,-2%[59 µM],-5%,-2%,u,2%,u,-26%

# Arranged by molar mass (falling): five of the compounds above.
SMILES,APEX1 inh,BLM inh,G9a block,POLK inh,POLH inh,Anesthetic bind,Pol beta inh,BAZ2B inh,POLI inh
CN(CC(=O)Nc1ccc(Cl)c(C(F)(F)F)c1)C(=O)CCCNC(=O)c1ccc(Cl)cc1,9%,x,4%[59 µM],-7%,-23%,x,x,8%,29%
O=C(C1c2ccccc2C(=O)N2CCc3ccccc3C12)N1CCN(Cc2ccccc2)CC1 (stereo not drawn),-4%,0%,7%,-13%,-1%,-7%,29%,-3%,-7%
CC(Sc1nc(N)cc(N)n1)C(=O)NCCC1=CCCCC1 (stereo not drawn),-7%,x,-34%[59 µM],-17%,-13%,x,x,5%,0%
Cc1ccc(/C=C2/NC(=O)N(Cc3ccccc3F)C2=O)o1,-5%,1%,32µM*,-18%,-5%,-4%,1%,3%,-1%
CCc1cc(C(=O)c2ccccc2OC)c(N)s1,-1%,-4%,-2%[59 µM],-5%,-2%,u,2%,u,-26%

# Remaining list, next part.
SMILES,APEX1 inh,BLM inh,G9a block,POLK inh,POLH inh,Anesthetic bind,Pol beta inh,BAZ2B inh,POLI inh
Cc1ccc(CC(NC(=O)c2ccccc2)C(=O)NC(C)C(=O)O)cc1 (stereo not drawn),6%,3%,18%,-4%,-5%,-9%,1%,5%,-1%[58.9 µM]
CCC(=O)N1c2ccc(S(=O)(=O)CCC(=O)NCc3ccccc3OC)cc2CC1C (stereo not drawn),x,0%,u,-14%,-19%,-9%,-2%,x,12%
CC(=O)c1ccc(C2CC34CNS(=O)(=O)C3CC2O4)cc1 (stereo not drawn),2%,3%,x,-8%,x,-1%,x,x,-9%
Cn1c(-c2cccs2)[n+](C)c2ccccc21,-5%,-9%,-43%,-15%,1%,-7%,9%,17%,42%[activator]
Cc1cc(=O)oc2cc(OCCSCCN3CCCC3)ccc12,17%,0%,x,-11%,-17%,0%,28%,-1%,-2%[58.9 µM]
CCN(c1ccc(C)cc1C)S(=O)(=O)c1nnc(NC(=O)C(C)(C)C)s1,11%,-9%,-26%,-3%,-14%,-19%,1%,-12%,52%[activator]
CS(=O)(=O)c1ccc(-c2sc3ccccc3c2C(=O)N2CCN(c3ccc(F)cc3)CC2)cc1,35%,x,x,15%,u,x,x,x,28%
O=[N+]([O-])c1cc(Cl)c(Cl)c(Cl)c1Cl,16%&1%,x,8%[0.501 µM],-16%,-8%,x,x,u,-15%
N/C(=N\OC(=O)CCC1CCCC1)c1ccc(Cl)cc1,3%,-9%,16%[12.7 µM],-5%,0%,-7%,38%,114%[activator],-26%
O=C(c1ccco1)N1CCN(Cc2cc(=O)c(OCc3cccc(Cl)c3)co2)CC1,-1%,x,-36%,10%,-9%,x,x,-5%,16%
CCC(=O)N/N=C/c1ccc(-c2ccc(Cl)cc2)o1,-6%,-3%,-34%,2%,-7%,-6%,-26%,-30%,63%[activator]
O=C(NCC1COc2ccccc2O1)c1ccc(NC(=O)c2ccco2)cc1 (stereo not drawn),11%,-3%,2%[12.7 µM],-8%,-10%,-11%,1%,5%,10%
Cn1nc(C(F)(F)F)c(C(=O)Nc2cccc(C(F)(F)F)c2)c1SCc1ccc(Cl)cc1,-9%,-13%,154%[activator][59 µM],-16%,-18%,-2%,17%,-2%,2%
COc1ccc(Cl)cc1N1C(=O)C2CCCN2C1c1ccc(F)c(F)c1 (stereo not drawn),-4%,-1%,4%,-5%,-25%,-9%,36%,-2%,12%
CCCCCCCC1CC(CSc2ncn[nH]2)OC1=O (stereo not drawn),11%,2%,-3%[59 µM],-4%,-19%,5%,6%,-5%,-2%
COc1ccc2c(c1)cc1c(=O)n(CC(=O)NCCCOC(C)C)nc(C)n12,12%,-6%&-2%,47%[activator],9%&-4%,-12%&-5%,11%&-3%,18%&-2%,-2%&-3%,-16%&-9%
CCC(C)(C)NC(=O)C(c1ccccc1F)N(C(=O)c1ccn[nH]1)c1ccccc1 (stereo not drawn),1%,-1%,11%[59 µM],8%,-11%,-6%,-19%,0%,-7%
COc1ccc(C(c2sc3nc(C)nn3c2O)N2CCC(C(N)=O)CC2)cc1OC (stereo not drawn),-8%,-4%,50µM*,-1%,-22%,-4%,-2%,8%,21%
CCCCn1c(=N)n(CC(=O)c2ccc(Br)s2)c2ccccc21,0%,-5%,-47%[59 µM],-2%,-13%,-15%,4%,-13%,31%
C(=N\N1CCN(c2ccccc2)CC1)/c1ccccc1,0%,1%,u,-7%,-7%,-4%,6%,-27%,106%[activator]
CCCNS(=O)(=O)c1cc2c3c(c1)C(C)C(=O)N3CCC2 (stereo not drawn),10%,-1%,-7%,-5%,2%,-7%,5%,-4%,-13%
O=C1c2ccc(Oc3ccc4c(c3)C(=O)N(CCCO)C4=O)cc2C(=O)N1CCCO,3%,-4%,u,-18%,u,4%,1%,6%,12%
O=C(CNC(=O)c1cccs1)OCC(=O)c1ccccc1Cl,-1%,-3%,-2%,-3%,-13%,-21%,1%,-2%,73%[activator]
CC(C)N(Cc1nccn1C)C(=O)c1ccc2oc(CCCc3ccccc3)nc2c1,45%,-1%,7%,-3%,-19%,-20%,9%,-31%,-2%
CCN(CC(=O)NC(C)C)Cc1nc2c(Br)cc(Br)cc2c(=O)[nH]1,-2%,-13%,x,3%,2%,8%,-2%,2%,42%[activator]
Cc1cc(C)c(C#N)c(SCC(=O)c2cccs2)n1,u,-12%,27%[2.33 µM],-10%,-15%,-17%,1%,12%,-17%
Cc1cc2oc(C(=O)Nc3c(C)n(C)n(-c4ccccc4)c3=O)c(C)c2cc1C,1%,3%,4%[59 µM],-8%,0%,-15%,0%,6%,10%
COc1ccc(CCNC(=O)C(=O)NCC(c2ccco2)S(=O)(=O)c2cccs2)cc1OC (stereo not drawn),x,0%,-1%[59 µM],0%[60.1 µM],-20%,-18%,-10%,3%,14%
O=C(CC1Sc2ccccc2NC1=O)Nc1ccccc1[N+](=O)[O-] (stereo not drawn),-4%,-2%,5%[59 µM],-11%,-6%,-12%,8%,-1%,8%
COc1ccc(C2C(C(=O)N3CCN(c4ccc(OC)cc4)CC3)c3ccccc3C(=O)N2C)cc1 (stereo not drawn),13%,-8%,-35%[12.7 µM],-1%,-4%,1%,13%,u,-15%
COc1ccccc1C/C(N)=N/OC(=O)/C=C/c1ccccc1,5%,-2%,21%,-8%,-7%,-18%,u,5%,34%[activator]
Cc1ccc([C@@H]2[C@@H]3C(=O)N(c4ccccc4)C(=O)[C@@H]3[C@]3(C)C(=O)N(CC4CC4)CC(=O)N23)o1,6%,-2%,x,-14%,-6%,-14%,16%,16%,11%
CCN(CC)CCCn1c2c(c(SCC(=O)Nc3ccc(C)c(F)c3)nc1=O)CCC2,16%,x,56µM*,-4%,-20%,x,x,5%,16%
CC(=O)Nc1ccc(NC(=O)C(C)Oc2ccc(Cl)cc2Cl)cc1 (stereo not drawn),1%,-7%,-7%,-14%,-4%,-4%,44%,-12%,12%
NS(=O)(=O)c1ccc(N=C2C(=O)Nc3ccccc32)cc1,7%,-7%,x,1%,-7%,-3%,21%,-10%,29%
COc1ccc(C)cc1S(=O)(=O)N(CC(=O)Nc1cccc([N+](=O)[O-])c1)c1ccc(C)c(C)c1,-9%,-6%,10%[59 µM],-6%,-20%,-10%,-2%,-12%,25%
CCCCCN1CC(=O)N2C(C)c3[nH]c4ccccc4c3C[C@H]2C1=O (stereo partly drawn),55%[activator],-1%,u,-1%,-12%,-10%,-8%,-29%,-21%
O=C(N/N=C/c1ccc2c(c1)OCO2)c1ccc(NC(=O)c2ccccc2Cl)cc1,-1%,-5%,23%,-8%,11%,-3%,-13%,-13%,112%[activator]

# Screens: PubChem, National Center for Advancing Translational Sciences (NCATS)

# The list is partial. The share of hits here may be higher or lower than overall.
